PLK1 kinase inh = human PLK1 kinase inhibitors, primary screen, biochemical, TR-FRET; Serine/threonine-protein kinase PLK1 (Homo sapiens), P53350; recombinant PLK1 kinase, TR-FRET peptide phosphorylation; inhibition, % at 10 µM; hit rate 0.53% among 97,000;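 active = inhibition of 50% or more in the single-concentration screen; inactive = inhibition below 50%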;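 note: 0% = DMSO max control and 100% = H-89 dihydrochloride min control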
VCAM1 TNFa inh = inhibitors of TNFa-induced VCAM1 expression, primary screen, imaging, HUVEC, TNFa stimulus, immunofluorescence | HUVEC TNFa-induced VCAM-1 immunofluorescence, high-content imaging | inhibition, % at 2 µM | AID 802, 2007 | hit rate 0.48% among 95,000;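 active = inhibition above the batch mean plus 3 SD, with images confirmed as a hit by eye, cut at about 37% in these data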;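 note: 0% = TNF-stimulated DMSO wells and 100% = unstimulated control wells; not every result past the cut was called active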
IL1B cytotox = cytotoxicity in IL-1B stimulated HUVEC, primary screen, cytotoxicity control for IL-1B NFkB translocation project, imaging, Hoechst nuclear count, IL-1B stimulus | HUVEC cell count loss | cell count reduction, % at 2 µM | hit rate 0.41% among 94,000 | AID 845, 2007;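 active = cell count reduction more than 3 SD above the screen-wide mean, cut at about 70% in these data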;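 note: normalized per plate to untreated control cells as the no-loss baseline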
Plk1 PBD FP = Plk1 polo box domain binding inhibitors, primary screen, biochemical, fluorescence polarization | Serine/threonine-protein kinase PLK1 (Homo sapiens), P53350 | Plk1 PBD phosphopeptide binding | inhibition, %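 (tested at about 20 µM)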 | hit rate 0.13% among 97,000; in the data active = inhibition above about 34%, passing the limit was not always enough
cytoskel mod = modifiers of F-actin cytoskeleton organization, primary screen, imaging, HUVEC, phalloidin staining, high-content imaging. HUVEC TNFa F-actin phalloidin imaging. inhibition, % at 2 µM. hit rate 0.18% among 91,000. AID 836, 2007;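 active = inhibition above the batch mean plus 3 SD and confirmed as a hit by visual image inspection, cut at about 30% in these data, passing the limit was not always enough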; note: strong numbers were not always called active
HUVEC tox TNFa = cytotoxicity in TNFa-stimulated HUVEC, primary screen, cytotoxicity control for VCAM1 expression modulator project, imaging, Hoechst nuclei count. HUVEC TNFalpha-stimulated, Hoechst cell count. cell count reduction, % at 2 µM. hit rate 0.17% among 93,000. AID 848, 2007;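 active = cell count reduction exceeding the screen mean by over 5 SD, scaled to untreated wells per plate, cut at about 78% in these data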;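 note: cells counted after 24 h of TNF alpha exposure following the 1 h pretreatment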
sEH inh = soluble epoxide hydrolase inhibitors, primary screen, biochemical, human sEH | Bifunctional epoxide hydrolase 2 (Homo sapiens), P34913 | recombinant human sEH enzymatic activity assay | inhibition, % at 2 µM | hit rate 0.34% among 91,000; in the data active = inhibition above about 80%; note: values of inactives mirror those of a sister screen read the other way; many of its hits are not listed in these tables
Target sequence (P34913 whole entry, looked up): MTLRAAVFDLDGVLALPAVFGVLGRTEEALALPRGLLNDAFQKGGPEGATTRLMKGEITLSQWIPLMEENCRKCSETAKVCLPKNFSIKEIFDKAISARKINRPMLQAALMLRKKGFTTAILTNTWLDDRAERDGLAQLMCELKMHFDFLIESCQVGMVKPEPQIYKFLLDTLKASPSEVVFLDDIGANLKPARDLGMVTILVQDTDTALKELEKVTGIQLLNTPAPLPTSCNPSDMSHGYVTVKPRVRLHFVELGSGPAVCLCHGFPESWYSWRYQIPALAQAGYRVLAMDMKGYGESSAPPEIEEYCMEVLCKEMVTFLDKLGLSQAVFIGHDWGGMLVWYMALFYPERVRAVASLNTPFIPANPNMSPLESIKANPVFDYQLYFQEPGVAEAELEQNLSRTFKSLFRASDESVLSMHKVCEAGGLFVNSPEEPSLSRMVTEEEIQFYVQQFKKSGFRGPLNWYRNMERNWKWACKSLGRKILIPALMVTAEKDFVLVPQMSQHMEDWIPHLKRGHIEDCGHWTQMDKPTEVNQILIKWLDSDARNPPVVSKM
DAT uptake mod = changed hDAT dopamine uptake under cocaine IC80, either direction, primary screen, cocaine antagonist project, cell-based, LLC-PK1 hDAT, [14C]-dopamine uptake, MLSMR. Sodium-dependent dopamine transporter (Homo sapiens), Q01959. LLC-PK1 hDAT cells, [14C]-dopamine uptake with cocaine IC80; actives deviate in either direction. B-score at 10 µM. hit rate 1.3% among 110,000. AID 449768, 2010;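 active = Z score or B-score, a plate-position-corrected score, falls beyond the plate's 99.7% confidence bounds, in either direction; inactive = both scores lie inside the 99.7% bounds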;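 note: scored against the spread of the other compound wells on the same plate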
Ecoli WT expand = growth inhibitors of wild-type E. coli, primary screen, strain BW25113, expanded library, OD600; AID 710, 2007; growth inhibition, % at 100 µM; hit rate 0.15% among 98,000; OD600 absorbance;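 active = growth inhibition above about 50% at one test dose, limit read from the data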;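 note: growth measured after 20 h incubation at 37 °C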
* hit, by the source's call; · = no result given. Compounds were not picked by outcome, and some 3.4% of all compounds hit somewhere here.

Each structure is followed by: PLK1 kinase inh	VCAM1 TNFa inh	IL1B cytotox	Plk1 PBD FP	cytoskel mod	HUVEC tox TNFa	sEH inh	DAT uptake mod	Ecoli WT expand
COC(=O)Cc1c(C)nc2nc(-c3ccco3)[nH]n2c1=O
 : -9	7	4	-25	-1	-11	6	-0.4	-13
COc1ccc(C(=O)Nc2nnc(C(F)(F)F)s2)cc1
 : 8	-12	-4	-5	-21	0	14	-1.3	-16
Cc1cccc(/C=C2\CS/C(=C\c3cccc(C)c3)C2=O)c1
 : 0	-7	-10	12	-10	-13	4	-0.56	-4
CCN(CC)S(=O)(=O)c1ccc(-c2nnc(SCC(=O)Nc3nnc(C)s3)n2CC)cc1
 : 4	13	-3	-6	·	-14	-2	-0.85	-6
COc1ccc(C(=O)COc2ccc(NC(C)=O)cc2)cc1
 : -7	12	25	-11	8	-22	3	0.91	6
NC(=O)CSc1nnc2sc3ccccc3n12
 : -9	7	-1	7	-25	30	-14	-0.35	5
O=C(CCN1C(=O)C2C3C=CC(C3)C2C1=O)Nc1ccccc1F (stereo unspecified)
 : -5	3	-13	-7	19	-29	8	1.5	0
Cc1occc1C(=O)N/N=C/c1cnn(C)c1C
 : -7	11	-18	-11	5	-14	-9	-0.29	·
Cc1ccc(S(=O)(=O)N2CCC(n3nnc4cc(C)ccc43)CC2)cc1
 : -11	-4	36	-11	24	-14	7	0.081	·
Cc1cc(C(c2ccc(C)o2)c2ccc(C)o2)c(O)c([N+](=O)[O-])c1
 : 0	-17	4	-20	·	6	-2	-1.2	3
CCC(=O)Nc1ccccc1C(=O)OCc1ccc(C(=O)c2ccccc2)cc1
 : -9	14	·	5	-7	14	-1	0.21	-20
CCOC(=O)c1ccc(NC(=O)N2CCCCC2)cc1
 : -11	-27	8	-6	-3	1	20	-0.61	7
Cc1ccc(/S(C)=N/S(=O)(=O)c2ccc(C)cc2)cc1 (stereo unspecified)
 : -10	6	5	14	35	-10	-8	0.7	4
Cc1csc(SCC(=O)Nc2cccc3nsnc23)n1
 : 2	17	-37	-16	1	23	4	-0.018	5
O=C(CSc1nnc2scc(-c3ccccc3)n12)NCC1CCCO1 (stereo unspecified)
 : -10	5	-10	33	30	-12	2	-0.53	-2
Cc1ccc(-n2c(Cc3cccn3C)nnc2SCC(=O)N2CCN(c3ccccc3)CC2)cc1
 : -6	10	·	6	-5	-5	·	1.1	-11
C/C=C/COC(=O)c1[nH]c2c(c1C)C(=O)CC(c1ccco1)C2 (stereo unspecified)
 : -1	51*	-4	6	-4	64	10	-0.38	1
O=C(Cc1sc(-c2ccccc2Cl)nc1-c1ccccc1)Nc1ccc(F)cc1
 : -3	18	-22	14	3	-26	-2	0.29	-3
CCCCNS(=O)(=O)c1ccc(NC(=O)c2c(-c3ccccc3Cl)noc2C)cc1
 : 2	-3	-2	-8	5	6	2	-0.59	-8
COCCNC(=O)c1cn(Cc2c(F)cccc2Cl)nn1
 : -7	-6	14	-4	0	5	2	·	7
CC(C)(C)C(=O)COC(=O)c1ccc(O)cc1
 : -8	-3	-23	-8	-4	-4	-5	-0.42	10
Cc1cc(C)cc(NS(=O)(=O)c2ccc3[nH]cc(C(=O)NCc4ccco4)c(=O)c3c2)c1
 : 2	·	-21	11	·	·	12	1.4	-1
C=CCn1c(SCCOc2ccc(OC)cc2)nnc1C(C)NC(=O)Cc1ccc(OC)cc1 (stereo unspecified)
 : -5	0	-15	1	2	4	3	1.4	-11
O=C(NCCNc1ccc([N+](=O)[O-])cc1C(F)(F)F)c1ccccc1F
 : -1	-29	-7	6	3	-40	6	0.65	6
CC(C)OC(=O)CSc1nnc(-c2ccccn2)n1C
 : -7	8	-19	-20	-16	-27	7	-0.39	0
Cc1ccc(-c2cc(C(=O)NCC3CCCO3)c3ccccc3n2)o1 (stereo unspecified)
 : -16	-9	-4	14	1	-17	5	·	·
COc1ccc(C(=O)/C=C/N(C)C)cc1
 : -3	-2	10	-3	-3	1	8	0.99	20
COc1ccc(OC)c(N(CC(=O)N2CCC(C)CC2)S(=O)(=O)c2ccccc2)c1
 : -7	0	-4	4	4	-4	0	1.5	-4
CCn1ncc(/C=N/NS(=O)(=O)c2ccc(Cl)cc2)c1C
 : -17	16	8	-8	6	-5	7	0.67	13
COc1ccc(C(=O)NCc2cn3cccc(C)c3n2)cc1OC
 : -9	9	35	27	9	-22	-7	1.1	4

Each structure is followed by: PLK1 kinase inh	VCAM1 TNFa inh	IL1B cytotox	Plk1 PBD FP	cytoskel mod	HUVEC tox TNFa	sEH inh	DAT uptake mod	Ecoli WT expand
C=CCn1c(SCCCC)nc(O)cc1=O
 : -15	8	16	-15	8	-25	·	-0.34	-1
Cc1nc([N+](=O)[O-])c(N2CCN(C)CC2)n1Cc1ccccc1
 : -5	10	-14	16	14	4	7	-2.5	3
CC(=O)c1c(C)oc(C)c1CSCc1ccc(C(=O)O)o1
 : -1	-11	-46	-26	-28	-8	0	·	0
CCC(C)N=C1SCC(C)(/C=N/O)S1 (stereo unspecified)
 : -3	6	-8	6	-4	-28	9	-0.37	10
Cc1ccc2nc(C)cc(OCC(=O)O)c2c1
 : -5	4	-26	-9	14	-21	4	0.0088	-2
O=C(NNC(=O)c1cnccn1)c1cccc([N+](=O)[O-])c1
 : -9	-14	-11	-14	-2	-37	-9	-0.12	·
CCN1CCN(S(=O)(=O)c2ccc3[nH]c(=O)oc3c2)CC1
 : -3	-4	0	4	6	-6	6	-0.8	7
CC(C)NC(=O)Cn1nnc(-c2cccc(NC(=O)c3ccccc3F)c2)n1
 : -6	-4	-23	13	-2	20	3	-0.21	-1
c1ccc(CSc2nnc(-c3cccs3)n2Cc2ccco2)cc1
 : -3	-2	-1	-1	11	35	11	0.53	·
COc1ccc(-c2nc(CS(=O)CC(=O)N3CCc4ccccc4C3)c(C)o2)cc1 (stereo unspecified)
 : 0	6	-1	-16	10	-28	1	0.13	3
O=C(O)c1cc(-c2ccccc2)on1
 : -7	-18	-2	0	6	-4	0	-0.34	-3
CSc1ccccc1NC(=O)Nc1ccccc1
 : -10	-20	-35	-7	9	-23	2	2.2	4
CN(C)C(=O)NC1CCCCCCCCCCC1
 : 0	39	-19	31	-23	60	-7	0.76	0
O=C(Nc1nnc(Cc2ccccc2)s1)c1ccco1
 : 25	13	1	-2	·	6	7	0.43	-11
CNc1nc(SCc2ccccc2)nc(N2CCOCC2)n1
 : -10	9	-31	4	-3	-19	-6	0.18	-5
O=C(/C=C/c1ccc2c(c1)OCO2)Nc1nc(-c2ccccc2)cs1
 : -10	-24	11	-9	-29	8	-13	-0.33	-17
C=CCn1sc(N)c(C(=O)OCC)c1=S
 : 1	8	-11	-36	7	-16	-3	-0.28	6
CC(C)C(c1nnnn1C(C)(C)C)N1CCOCC1 (stereo unspecified)
 : -15	0	11	2	-7	-11	4	-1.2	1
Cn1nc(C(F)(F)F)c(C(=O)Nc2ccc(F)cc2F)c1Sc1cccc(Cl)c1
 : -10	0	-13	-15	-26	-17	-2	-0.081	-11
C=CCN(c1ccc(C(=O)NC(C)C)cc1)S(C)(=O)=O
 : -12	-1	16	11	2	-1	-15	-0.67	-6
COc1ccc(CCNC(=O)CSc2nnc(CNC(=O)c3ccco3)o2)cc1OC
 : 7	9	8	-31	13	-26	-2	-0.3	0
COc1ccc(N2C(=O)CC(Cc3ccccc3)C2=O)cc1 (stereo unspecified)
 : -12	-4	10	-27	-2	-5	-1	-0.61	3
CN(C)C(=O)Cn1c(SCC(=O)N2CCCc3ccccc32)nc2ccccc21
 : -7	2	26	-11	-21	-6	-11	-0.85	4
O=c1[nH]c(CN2CCN(c3ccc(F)cc3)CC2)nc2ccccc12
 : -2	16	-15	17	-21	7	6	-0.19	2
CCC1CCCCN1Cc1cc(OC)c(O)c([N+](=O)[O-])c1 (stereo unspecified)
 : -2	-1	0	-31	-7	0	7	-1.5	-5
Cc1ccc(Nc2nc(-c3sc(NC(=O)c4ccc([N+](=O)[O-])cc4)nc3C)cs2)cc1
 : -21	0	12	-11	-11	-15	20	0.05	-27
Cc1ccccc1NC(=O)/C=C/c1cccc(C(F)(F)F)c1
 : 0	-10	18	9	-10	·	12	0.32	-2
COc1cccc(-c2nc(CS(=O)(=O)CC(=O)NCCCN3CCc4ccccc4C3)c(C)o2)c1
 : -11	8	30	-2	57	-10	-8	0.008	3
CS(=O)(=O)N1CCN(c2ccc([N+](=O)[O-])c(NCCN3CCOCC3)c2)CC1
 : -6	-4	-45	-13	5	-22	-14	·	7
O=C(O)CCCCCCNS(=O)(=O)c1ccccc1
 : -10	0	-2	-29	-26	9	-19	0.72	-2

Each structure is followed by: PLK1 kinase inh	VCAM1 TNFa inh	IL1B cytotox	Plk1 PBD FP	cytoskel mod	HUVEC tox TNFa	sEH inh	DAT uptake mod	Ecoli WT expand
COC(=O)c1cc(NC2c3ccccc3C(=O)N2c2cccnc2)cc(C(=O)OC)c1 (stereo unspecified)
 : 0	4	3	-6	-5	-13	-2	-1.1	-1
O=C(N/N=C/c1cccnc1)c1ccc([N+](=O)[O-])cc1Cl
 : -2	13	-26	-7	-8	-10	-2	0.062	4
COc1ccccc1N1CCN(S(=O)(=O)c2ccc3c4c(cccc24)C(=O)N3C)CC1
 : -6	7	11	-1	-20	-12	-16	0.48	-6
Cc1cc(C)c(S(=O)(=O)N(C2=NCCS2)S(=O)(=O)c2c(C)cc(C)cc2C)c(C)c1
 : -2	-14	23	27	1	4	-9	-0.69	·
O=C(Nc1cccc(C(=O)N2CCOCC2)c1)c1cncc(Br)c1
 : -11	-7	-22	-12	-3	14	-7	0.32	4
CCC(=O)NC(c1ccccc1OC)c1ccc2cccnc2c1O (stereo unspecified)
 : -14	·	-41	-21	·	·	6	-0.31	·
CC(=O)Nc1nc(SCCCc2ccccc2)n[nH]1
 : -5	-7	-38	-14	-5	-10	-5	-0.083	4
O=C(Nc1ccccc1N1CCOCC1)c1ccccc1NS(=O)(=O)c1ccc(F)c(F)c1
 : -6	24	2	-16	10	-20	51	-1.7	2
CCOCCCNC(=O)C(NC(=O)c1cnccn1)c1ccc(OC)cc1 (stereo unspecified)
 : -11	6	0	14	0	-31	-2	0.052	4
COC(=O)c1ccc(C2/C(=C(/O)c3ccc(OC)cc3)C(=O)C(=O)N2CC2CCCO2)cc1 (stereo unspecified)
 : -38	15	1	-19	-4	-35	5	1.1	-5
CCCc1[nH]nc2c1C(CCC)C(C#N)=C(N)O2 (stereo unspecified)
 : 3	-2	-38	-22	-29	-12	9	-0.55	5
Cc1cccc(NC(=O)CN2C(=O)NC(Cc3ccccc3)C2=O)c1 (stereo unspecified)
 : -16	-13	14	-5	-15	6	-2	0.2	12
CCOc1cc(C)c(-c2onc(C(F)(F)F)c2-c2csc(C)n2)c(O)c1
 : -2	15	1	-12	5	-14	-8	0.29	6
O=C(Nc1nnc(COc2ccccc2)s1)C1CCN(S(=O)(=O)c2ccc(Cl)cc2)CC1
 : 2	15	-27	-25	7	-28	50	-1.7	1
COc1ccc(-c2nc(CSCC(=O)N3CCN(C)CC3)c(C)o2)cc1OC
 : -7	5	2	-6	-4	-20	-4	0.036	0

Screens from PubChem BioAssay.
